# DNMT1 block = DNMT1 (human) enzyme inhibition; inhibition (reported as % activation of signal), % at 10 µM; 360,000 tested, 0.83% active; P26358; DNMT1 molecular beacon, Hinp1I cleavage, fluorescence; in the data active means inhibition above about 50%
# STEP inh = inhibitors of human striatal-enriched phosphatase STEP; P54829; recombinant STEP, OMFP fluorogenic substrate, fluorescence; inhibition, % at 20 µM; 360,000 tested, 0.25% active;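 active means inhibition at 20 µM, scaled per plate between control wells, above about 37%, limit read from the data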;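 further: 0% = DMSO with enzyme and substrate and 100% = substrate only without enzyme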
#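 Measure: Control-normalized % inhibition with plate pattern correction | Test system: STEP phosphatase, cell-free reaction | Medium: pH 6.0 Bis-Tris with DTT and Tween 20 | Technique: Fluorescence, 480/540 nm | Times: Reaction 20 min, ambient temperature | Doses: Single compound dose of 20 µM, 1% DMSO final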
# Neddyl block = inhibitors of human cullin neddylation; TR-FRET cullin neddylation, biochemical; calls only at 25 µM; 360,000 tested, 0.58% active; in the data active means inhibition above about 36%
# SUMO1-SIM PPI = alters human SUMO1 binding to SIM partners | P63165 | SUMO1 binding to a labelled peptide, TR-FRET, 1 h | inhibition, % at 20 µM | 360,000 tested, 0.33% active | AID 602429; in the data active means inhibition above about 37%
# NadD inh = blocks S. aureus nicotinate mononucleotide adenylyltransferase. purified NadD enzyme, colorimetric absorbance read-out. inhibition, % at 20 µM. 360,000 tested, 0.78% active. AID 602399; in the data active means inhibition above about 26%; further: some compounds past the cut are filed as inactive
# NRP1-CendR mod = alters CendR peptide binding to human NRP-1 | FAM-RPARPAR peptide binding to NRP-1, fluorescence polarization | inhibition, % at 25 µM | 360,000 tested, 0.85% active | AID 602438;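 active means inhibition or corrected inhibition above about 18%, plus a signal ratio from 0.5 to 1.5, limit read from the data, passing the limit was not always enough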; further: strong numbers were not always called active
# Target sequence (O14786 whole entry, looked up): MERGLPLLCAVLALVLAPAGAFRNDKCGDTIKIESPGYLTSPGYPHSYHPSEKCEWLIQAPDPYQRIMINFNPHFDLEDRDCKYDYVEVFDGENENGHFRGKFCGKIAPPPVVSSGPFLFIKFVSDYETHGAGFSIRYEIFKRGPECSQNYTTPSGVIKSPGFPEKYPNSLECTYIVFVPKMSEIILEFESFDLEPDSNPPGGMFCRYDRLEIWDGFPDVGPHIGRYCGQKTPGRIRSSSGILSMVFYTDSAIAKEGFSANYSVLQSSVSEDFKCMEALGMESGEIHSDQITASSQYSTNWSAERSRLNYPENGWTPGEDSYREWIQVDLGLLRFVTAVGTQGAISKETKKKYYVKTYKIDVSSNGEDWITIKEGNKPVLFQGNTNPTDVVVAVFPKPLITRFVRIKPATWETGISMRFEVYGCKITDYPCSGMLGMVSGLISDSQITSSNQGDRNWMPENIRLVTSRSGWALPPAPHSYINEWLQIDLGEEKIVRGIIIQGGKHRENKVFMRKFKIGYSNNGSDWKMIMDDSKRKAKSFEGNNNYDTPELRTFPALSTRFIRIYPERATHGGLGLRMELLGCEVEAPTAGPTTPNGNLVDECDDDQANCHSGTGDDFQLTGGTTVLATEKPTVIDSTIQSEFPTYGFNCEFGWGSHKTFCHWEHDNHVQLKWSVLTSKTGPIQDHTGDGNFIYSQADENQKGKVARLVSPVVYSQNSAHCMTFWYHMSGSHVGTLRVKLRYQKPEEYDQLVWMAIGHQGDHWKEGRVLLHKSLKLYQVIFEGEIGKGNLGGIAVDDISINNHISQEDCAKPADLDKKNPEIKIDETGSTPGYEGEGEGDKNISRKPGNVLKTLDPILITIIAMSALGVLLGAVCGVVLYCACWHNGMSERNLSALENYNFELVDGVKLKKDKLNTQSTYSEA
# SKN-1 inh = C. elegans SKN-1 inhibition; C. elegans VP596 Pgst-4::GFP/RFP ratio, acrylamide-induced, 24 h; 360,000 tested, 0.49% active; inhibition, % at 21.8 µM; AID 624304;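 active means interference check ratio from 0.5 to 1.5 plus GFP to RFP signal ratio inhibition reaching or exceeding a fixed threshold, cut at about 30% in these data, passing the limit was not always enough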; further: some compounds called inactive have numbers as strong as hits
# LMPTP block = LMPTP (human) inhibition. recombinant LMPTP-A, OMFP fluorogenic substrate, fluorescence intensity. inhibition, % at 20 µM. 360,000 tested, 0.22% active. AID 651560;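 active means compounds that cut the enzyme signal by at least half of the control window in the single-dose screen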;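 further: plate controls were DMSO wells with enzyme plus substrate for no effect and substrate without enzyme for full effect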
#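 Test system: LMPTP-A, protein tyrosine phosphatase of low molecular weight; Input: 0.625 nM enzyme; Incubation: 50 min dark incubation at room temperature; Signal: endpoint fluorescence intensity from OMFP dephosphorylation; Read-out basis: % inhibition versus control wells.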
# Tb MetRS inh = blocks T. brucei methionyl-tRNA synthetase activity. purified T. brucei MetRS, ATP depletion, Kinase-Glo luminescence. inhibition, % at 11.9 µM. 360,000 tested, 0.4% active. AID 624268;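 active means inhibition above a per-plate cutoff of the control wells' mean inhibition plus 3 SD, cut at about 5.5% in these data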;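 further: 0% = DMSO wells median and 100% = median of wells with control inhibitor compound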
#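 Measured by: Kinase-Glo luciferase luminescence reporting remaining unconsumed ATP. Material: purified T. brucei MetRS enzyme. Doses: 11.9 µM compound single dose, 0.9% DMSO. Medium: HEPES buffer containing pyrophosphatase, BSA, spermine, DTT. Times: 15 min preincubation, 2 h reaction, all 25 °C. Reagent: methionine, ATP and bulk E. coli tRNA.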
# Scp1 inh = Scp-1 (human) phosphatase inhibition; Q9GZU7; inhibition, % at 20 µM; AID 493091; Recombinant Scp1, phosphopeptide, malachite green phosphate absorbance; 340,000 tested, 0.88% active;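 active means inhibition above about 50% at 20 µM, limit read from the data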;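 further: plate controls were DMSO wells with enzyme for no effect and wells lacking enzyme for full effect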
#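 System: truncated SCP-1 phosphatase (76-261aa); medium: Tris acetate buffer pH 5.5 with MgCl2 and Tween-20; incubation: 45 min room-temperature reaction, 5 min colour, 30 min stabiliser; compound: single 20 µM dose, 1% DMSO; reagent: Phosphorylated 17-residue peptide substrate; read-out: % inhibition at 20 µM; technique: colorimetric free-phosphate detection, absorbance 630 nm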
# Starred values were filed as active, the others as inactive; i = inactive; x = no result given.
# Preview (11 entries):
1: CC(C)(O)CC[C@@H](O)[C@](C)(O)C1CC[C@@]2(O)C3=CC(=O)[C@]4(O)C[C@@H](O)[C@@H](O)C[C@]4(C)C3CC[C@]12C (some centres undefined)
2: CC1Oc2ccccc2N(CC(=O)NCCN2CCOCC2)C1=O (centres undefined)
3: COc1ccccc1CCC(=O)N1CCN(S(=O)(=O)c2cc(C(F)(F)F)ccc2Cl)CC1
4: Cc1cccc(C)c1-n1c(SCC(=O)N2CC(=O)Nc3ccccc32)nc2ccccc2c1=O
5: CC(C)c1ccccc1NC(=O)CCCC(=O)O
6: COc1ccc(CN2C3CCCC2CC(NC(=O)Nc2ccccc2)C3)cc1 (centres undefined)
7: N=C1S/C(=C\c2ccc(-c3cccc(Cl)c3)o2)C(=O)N1c1nccs1
8: OCC[C@@H]1C[C@@H](O)[C@H](O)[C@@]2(Cc3ccccc3O2)O1
9: CCOC(=O)COc1c(Cl)cc(/C=C2\N=C(C)OC2=O)cc1OC
10: CCCc1cc(=O)oc2c(C)c(OCC(=O)Nc3ccccn3)ccc12
Screen / compound no.	1	2	3	4	5	6	7	8	9	10
DNMT1 block	6	0	-1	-4	2	2	112*	1	-2	0
STEP inh	1	-1	-2	3	-2	-3	2	0	2	4
Neddyl block	i	i	i	i	i	i	i	i	i	i
SUMO1-SIM PPI	1	-1	4	2	1	-1	23	7	0	20
NadD inh	3	4	-2	4	-6	-5	76*	1	4	3
NRP1-CendR mod	7	10	-2	-15	5	-3	-48	2	-1	-10
SKN-1 inh	16	8	-27	4	-13	10	8	-14	7	-6
LMPTP block	1.8	-1.3	0.2	1.5	1.2	-1.2	33	-1.3	0.3	5.0
Tb MetRS inh	-0.2	-0.4	-0.2	0.2	-0.5	0.4	0.4	-0.2	-0.9	-1.4
Scp1 inh	4	-12	-8	-4	3	-12	3	-3	-3	6

11: COc1ccc(NS(=O)(=O)c2cccs2)cc1S(=O)(=O)N1CCOCC1
Screen / compound no.	11
DNMT1 block	-1
STEP inh	-3
Neddyl block	i
SUMO1-SIM PPI	0
NadD inh	2
NRP1-CendR mod	4
SKN-1 inh	11
LMPTP block	-2.8
Tb MetRS inh	-0.1
Scp1 inh	-5

# This part in full, previewed entries included:
1: CC(C)(O)CC[C@@H](O)[C@](C)(O)C1CC[C@@]2(O)C3=CC(=O)[C@]4(O)C[C@@H](O)[C@@H](O)C[C@]4(C)C3CC[C@]12C (some centres undefined)
2: CC1Oc2ccccc2N(CC(=O)NCCN2CCOCC2)C1=O (centres undefined)
3: COc1ccccc1CCC(=O)N1CCN(S(=O)(=O)c2cc(C(F)(F)F)ccc2Cl)CC1
4: Cc1cccc(C)c1-n1c(SCC(=O)N2CC(=O)Nc3ccccc32)nc2ccccc2c1=O
5: CC(C)c1ccccc1NC(=O)CCCC(=O)O
6: COc1ccc(CN2C3CCCC2CC(NC(=O)Nc2ccccc2)C3)cc1 (centres undefined)
7: N=C1S/C(=C\c2ccc(-c3cccc(Cl)c3)o2)C(=O)N1c1nccs1
8: OCC[C@@H]1C[C@@H](O)[C@H](O)[C@@]2(Cc3ccccc3O2)O1
Screen / compound no.	1	2	3	4	5	6	7	8
DNMT1 block	6	0	-1	-4	2	2	112*	1
STEP inh	1	-1	-2	3	-2	-3	2	0
Neddyl block	i	i	i	i	i	i	i	i
SUMO1-SIM PPI	1	-1	4	2	1	-1	23	7
NadD inh	3	4	-2	4	-6	-5	76*	1
NRP1-CendR mod	7	10	-2	-15	5	-3	-48	2
SKN-1 inh	16	8	-27	4	-13	10	8	-14
LMPTP block	1.8	-1.3	0.2	1.5	1.2	-1.2	33	-1.3
Tb MetRS inh	-0.2	-0.4	-0.2	0.2	-0.5	0.4	0.4	-0.2
Scp1 inh	4	-12	-8	-4	3	-12	3	-3

9: CCOC(=O)COc1c(Cl)cc(/C=C2\N=C(C)OC2=O)cc1OC
10: CCCc1cc(=O)oc2c(C)c(OCC(=O)Nc3ccccn3)ccc12
11: COc1ccc(NS(=O)(=O)c2cccs2)cc1S(=O)(=O)N1CCOCC1
12: Cn1cccc1CN1CCC[C@]2(N[C@H](c3ccc(C(F)(F)F)cc3)[C@@H]3C(=O)N(Cc4ccccc4)C(=O)[C@@H]32)C1=O
13: Cc1ccc(NC(=O)CCCN2C(=O)C(c3ccccc3)Oc3cccnc32)c(C)c1 (centres undefined)
14: Cc1cc(C)cc(OCc2nnc(SCC(=O)OC(C)C)o2)c1
15: COC(CN(C)S(=O)(=O)c1cc2c3c(c1)CCN3C(=O)CC2)OC
16: CCN(CC)S(=O)(=O)c1ccc2c(c1)C(=NO)c1cc(S(=O)(=O)N(CC)CC)ccc1-2
Screen / compound no.	9	10	11	12	13	14	15	16
DNMT1 block	-2	0	-1	-9	1	-3	4	5
STEP inh	2	4	-3	3	0	1	-2	0
Neddyl block	i	i	i	i	i	i	i	x
SUMO1-SIM PPI	0	20	0	1	3	-8	1	-5
NadD inh	4	3	2	7	-1	-1	-2	-1
NRP1-CendR mod	-1	-10	4	1	2	-8	4	-1
SKN-1 inh	7	-6	11	10	17	-3	4	0
LMPTP block	0.3	5.0	-2.8	-1.0	0.1	0.5	0.0	3.6
Tb MetRS inh	-0.9	-1.4	-0.1	-1.5	0.0	-0.2	-0.1	-0.4
Scp1 inh	-3	6	-5	x	x	-2	1	-25

17: Cc1nc(N)[nH]c(=O)c1Oc1cccc(C(F)(F)F)c1
18: CC(C)(C)C1N=C(c2ccc3ccccc3c2)OC1=O (centres undefined)
19: O=C(NC1(Cc2ccccc2)CCN(CCc2cccs2)C1=O)c1ccccc1 (centres undefined)
20: CC(=O)Nc1ccc(-c2cn3c(n2)SCC3)cc1
21: COc1ccc(C2C(C(=O)NCCCN3CCOCC3)c3ccccc3C(=O)N2c2ccc(OC)cc2)cc1 (centres undefined)
22: COc1cc(C=NNc2ccccc2)ccc1OC(=O)c1ccccc1
23: CC(=O)c1ccccc1C(=O)N1CCC(CCC(=O)NCc2ccc(F)cc2)CC1
24: COc1ccc(-n2nc(C(=O)N3CCN(Cc4ccc5c(c4)OCO5)CC3)c3ccccc3c2=O)cc1
Screen / compound no.	17	18	19	20	21	22	23	24
DNMT1 block	5	1	1	1	7	-13	-1	-4
STEP inh	2	-1	-1	1	-3	-2	3	-1
Neddyl block	i	i	i	i	i	i	i	i
SUMO1-SIM PPI	3	-6	-2	-6	2	8	2	3
NadD inh	-2	-3	-6	-3	-5	2	-4	-1
NRP1-CendR mod	-3	0	10	-27	4	-4	-1	6
SKN-1 inh	1	-7	-5	-8	-18	-2	-2	4
LMPTP block	1.2	-0.8	-1.3	-0.2	-0.7	-1.5	-1.3	0.2
Tb MetRS inh	-0.6	-0.2	-0.2	-0.5	-0.9	-0.4	0.0	-0.3
Scp1 inh	0	-2	-8	-6	6	x	x	-1

# This is a random part of the collection; overall some 4.6% were active at least once.
